High-throughput results as filed in PubChem.
HIF-2a block: HIF-2a inhibition; 786-0 RCC cells HIF-2a reporter, luciferase luminescence, overnight; inhibition, % at 18.8 µM; hit rate 0.72% among 360,000; AID 624352;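 active = inhibition of the luminescence signal of 40% or more relative to plate controls, in a single-dose primary screen at 18.75 µM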
NR2E3 ag-1: activates human NR2E3 receptor | hit rate 0.35% among 360,000 | CHO-S Gal4-NCOR/VP16-NR2E3 two-hybrid, luciferase | Q9Y5X4 | inhibition of corepressor binding, % at 3.98 µM | AID 602229;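 active = inhibition above the mean of all tested compounds plus 3 SD, cut at about 70% in these data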;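 note: 0% = DMSO with NR2E3 transfected cells and 100% = cells lacking NR2E3 construct; higher means lower luciferase signal from less NR2E3 corepressor binding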
Target sequence (Q9Y5X4 whole entry, looked up, the tested form may be a part): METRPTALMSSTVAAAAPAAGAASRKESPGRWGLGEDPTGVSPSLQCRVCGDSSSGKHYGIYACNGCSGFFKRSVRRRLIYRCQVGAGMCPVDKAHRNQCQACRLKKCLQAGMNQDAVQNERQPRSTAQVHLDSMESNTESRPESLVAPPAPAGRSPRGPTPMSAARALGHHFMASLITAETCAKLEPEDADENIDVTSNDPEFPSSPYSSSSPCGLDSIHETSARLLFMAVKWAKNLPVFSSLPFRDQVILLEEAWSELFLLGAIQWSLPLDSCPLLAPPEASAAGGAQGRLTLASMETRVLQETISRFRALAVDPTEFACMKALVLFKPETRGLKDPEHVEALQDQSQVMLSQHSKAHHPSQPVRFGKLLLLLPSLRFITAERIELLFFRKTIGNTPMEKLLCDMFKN
iPSC survival up: hiPSC single-cell survival enhancement; ATPlite luminescence; 100% = ROCK inhibitor wells, 0% = DMSO; survival enhancement, % at 20 µM; hit rate 0.044% among 360,000; AID 602274; in the data active = survival enhancement above about 18%;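 note: cells exposed to compounds for 16 hours before the ATP read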
Vif imaging: inhibitors of HIV Vif; hit rate 0.35% among 340,000; HEK293T cells, Vif self-association by quenched fluorescence, imaging, 24 h; inhibition, % at 7.49 µM; in the data active = inhibition above about 50%, passing the limit was not always enough; note: some results filed as inactive read as strong as hits
MITF TRPM1 inh: MITF TRPM1 promoter inhibition in SK-MEL-5 cells. SK-MEL-5 TRPM1 promoter luciferase, 24 h. inhibition, % at 12.5 µM. hit rate 0.83% among 330,000;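 active = mean inhibition across replicates of 60% or more, whatever share of single replicates reaches that level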; note: values of inactives mirror those of a sister screen read the other way
Granule exo inh: lytic granule exocytosis inhibition; hit rate 0.66% among 360,000; inhibition, % at 10 µM; AID 651702; TALL-104 LAMP-1 surface exposure, flow cytometry; cells stimulated with thapsigargin and PMA;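 active = inhibition above about 55%, limit read from the data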
NR2E3 ag-2: activates human photoreceptor nuclear receptor NR2E3; AID 2300; GST-NR2E3/biotin-RetCOR TR-FRET, 1536-well; hit rate 0.12% among 320,000; inhibition of corepressor binding, % at 4.78 µM; Q9Y5X4;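 active = percent inhibition above the cutoff of mean plus 3 SD of all tested compounds, set per screening campaign, cut at about 20% in these data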;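 note: 0% = DMSO wells and 100% = biotin wells as full block of FRET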
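Material – GST-tagged NR2E3 plus biotinylated RetCOR corepressor · Quantity – NR2E3 fusion 1.35 nM · Times – 5 h incubation at 4 °C · Medium – pH 7.5 Tris-based buffer · Technique – TR-FRET, Eu(K)-anti-GST donor, streptavidin-D2 acceptor, ex 340, em 617/671 nm · Benchmarks – high control biotin, low control 0.6% DMSO · Format – 1536-well plates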
CaV13 FRET inh: Primary screen for inhibitors of IQ motif and Ca2+-dependent inactivation inhibitor domain binding in CACNA1D, Förster resonance energy transfer in living cells, …; hit rate 0.098% among 340,000; inhibition, % at 12.3 µM; HEK cells, CFP/YFP FRET ICDI-IQ, plate reader, 10 min; percent FRET-ratio fall versus neutral wells;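 active = mean replicate inhibition of at least 30% and at least 1% of replicates passing that level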;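 note: 0% = median of the neutral control wells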
Peg3 promoter: inhibitors of Peg3 promoter. HeLa PEG-Prom luciferase reporter, luminescence, overnight. inhibition, % at 20 µM. hit rate 1.7% among 360,000. AID 588405;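 active = inhibition of at least 50% at 20 µM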
PDI turbidity: PDI (human) enzyme inhibition; P07237; hit rate 0.052% among 350,000; PDI insulin aggregation turbidity, A650, 90 min; AID 588391; inhibition, % at 10 µM;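 active = mean inhibition across replicates of 30% or more, whatever share of single replicates reach that level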;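 note: absorbance from insulin aggregation driven by PDI reduction with DTT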
Target sequence (P07237 whole entry, looked up): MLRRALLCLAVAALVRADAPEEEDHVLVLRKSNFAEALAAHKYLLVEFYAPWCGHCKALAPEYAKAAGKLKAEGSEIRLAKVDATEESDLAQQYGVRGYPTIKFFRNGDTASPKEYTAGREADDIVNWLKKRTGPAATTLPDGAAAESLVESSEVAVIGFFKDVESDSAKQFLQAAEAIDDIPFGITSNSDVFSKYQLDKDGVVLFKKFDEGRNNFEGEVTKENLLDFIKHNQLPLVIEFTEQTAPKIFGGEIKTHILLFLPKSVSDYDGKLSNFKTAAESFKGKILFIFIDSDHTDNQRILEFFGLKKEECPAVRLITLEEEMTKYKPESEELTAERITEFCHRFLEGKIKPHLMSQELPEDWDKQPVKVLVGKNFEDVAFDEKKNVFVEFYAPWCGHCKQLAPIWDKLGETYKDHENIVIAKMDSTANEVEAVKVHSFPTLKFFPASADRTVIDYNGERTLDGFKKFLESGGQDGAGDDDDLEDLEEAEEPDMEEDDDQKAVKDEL
aDG glyco act: alpha-DG glycosylation activation | Pro5-aDG cells, alpha-DG glycosylation AlphaScreen (IIH6); 0% Pro5, 100% B10-LARGE cell signal | activation, % at 10 µM | hit rate 0.22% among 360,000 | AID 624168;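 active = activation of at least 8% versus controls, or a plate z-score of at least 8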;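 note: Pro5 are CHO cells carrying HIG-tagged alpha-DG that lacks glycosylation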
The depositor's hits bear a star; nt = not tested or not shown. An excerpt; the hit share may differ from the screen's.

Start of the data: the first two entries as a preview:
SMILES | HIF-2a block | NR2E3 ag-1 | iPSC survival up | Vif imaging | MITF TRPM1 inh | Granule exo inh | NR2E3 ag-2 | CaV13 FRET inh | Peg3 promoter | PDI turbidity | aDG glyco act
COc1ccc(OCCSc2nnnn2C2CCCCC2)cc1 | -138.0 | -25.4 | -2.5 | -9.3 | -25.1 | -0.6 | -0.5 | -1.4 | -58.9 | 0.2 | 0.1
COc1ccc(C(=O)c2nc3ccccc3n2C(C)C)cc1OC | -41.6 | -43.0 | 0.3 | -22.6 | 4.1 | -4.6 | 2.5 | -2.3 | 16.2 | 1.0 | 0.1

The listing, from the first entry:
SMILES | HIF-2a block | NR2E3 ag-1 | iPSC survival up | Vif imaging | MITF TRPM1 inh | Granule exo inh | NR2E3 ag-2 | CaV13 FRET inh | Peg3 promoter | PDI turbidity | aDG glyco act
COc1ccc(OCCSc2nnnn2C2CCCCC2)cc1 | -138.0 | -25.4 | -2.5 | -9.3 | -25.1 | -0.6 | -0.5 | -1.4 | -58.9 | 0.2 | 0.1
COc1ccc(C(=O)c2nc3ccccc3n2C(C)C)cc1OC | -41.6 | -43.0 | 0.3 | -22.6 | 4.1 | -4.6 | 2.5 | -2.3 | 16.2 | 1.0 | 0.1
O=C(NCP(=O)(Oc1ccccc1)Oc1ccccc1)OCc1ccccc1 | 11.4 | -0.2 | 0.3 | 2.6 | nt | 5.2 | nt | -4.6 | 8.1 | nt | -0.1
O=C(Cc1ccccc1)Oc1ccc(N2C(=O)CCC2=O)cc1 | 8.9 | -3.7 | -1.7 | 11.6 | -2.6 | -0.2 | 1.8 | -4.9 | 17.8 | 8.7 | 0.2
c1ccc(CN2COC3CCCCCC32)cc1 (stereo not given) | 7.7 | 4.1 | -0.5 | 4.9 | nt | -5.6 | nt | nt | -7.5 | nt | -0.2
CN(C)CCN=Cc1c(O)n(-c2cccc(C(F)(F)F)c2)c(=O)[nH]c1=O | 14.0 | -9.7 | -1.3 | 2.4 | -7.8 | -0.4 | 2.7 | -9.0 | 8.3 | 11.0 | 0.0
CP(=O)(O)CCCN | -1.5 | 0.1 | 1.8 | -0.8 | 5.1 | -0.5 | 0.7 | -5.2 | 6.5 | 0.5 | -0.4
O=P(Nc1c(Cl)cccc1Cl)(c1ccccc1)c1nc2c(s1)CCCC2 (stereo not given) | -2.4 | -7.7 | 2.3 | 12.2 | -4.9 | 1.0 | -0.5 | nt | 2.9 | 2.8 | 0.0
Cc1cc(N2C(=O)C3CCCN3C2c2cccc(Cl)c2)no1 (stereo not given) | 18.0 | -9.3 | -1.0 | 5.4 | 0.3 | 0.2 | 0.1 | -3.4 | 8.8 | -12.4 | -0.1
Cc1ccsc1C(=O)C1CCCN(Cc2sc(N(C)C)nc2Cl)C1 (stereo not given) | 17.4 | -15.9 | -0.4 | 1.2 | 8.3 | -2.4 | 2.2 | -4.6 | 2.8 | 0.6 | -0.2
CCN(CC)C(=O)c1ccc(NC(=O)C2=C(C)OCCS2)cc1 | -8.3 | 6.3 | -0.2 | -0.8 | -2.8 | -18.3 | -4.4 | -18.3 | 4.7 | -0.8 | 0.0
COC(=O)C1=C(c2cccc(OCc3ccccc3)c2)C[C@@H]2CC[C@H]1N2C(=O)NCc1ccc(F)cc1 | 13.5 | -7.7 | -0.1 | -3.2 | 5.9 | 1.1 | 5.5 | -3.4 | 15.8 | 0.2 | 0.3
Cc1cc(OCC(=O)NCc2ccncc2)c2c3c(c(=O)oc2c1)CCCC3 | 7.1 | -11.4 | -0.3 | 5.0 | 7.7 | 0.2 | -0.5 | -13.8 | 33.8 | -5.0 | 0.1
CC(=O)NC(Cc1ccc(N(CCCl)CCCl)cc1)C(=O)NC(CC(C)C)C(=O)O (stereo not given) | 17.1 | 20.1 | 0.2 | 3.2 | -6.8 | -1.5 | -0.5 | -5.2 | 4.8 | 1.7 | 0.2
CCCCCCn1c(O)c(C=NCCN2CCCCC2)c(=O)[nH]c1=O | 18.6 | -25.5 | 0.9 | -3.2 | -0.1 | -2.9 | 0.8 | nt | 7.7 | 0.3 | -0.3
O=C1NC(=O)N(CCc2ccc(F)cc2)C(=O)/C1=C/C=C/c1ccccc1 | 4.6 | 15.3 | -0.5 | -2.3 | nt | 57.4* | 5.3 | -4.4 | 90.6* | -7.5 | 0.0
OC(Cn1c2ccccc2c2ccccc21)C[n+]1ccccc1 (stereo not given) | -8.2 | -8.8 | 0.5 | -20.1 | 3.2 | -5.7 | -1.4 | -5.5 | 2.5 | 1.3 | 0.0
O=C1NC(=O)N(c2ccccc2)C(=O)/C1=C\C=C\c1ccccc1 | 81.9* | 26.0 | -0.7 | -1.7 | 73.9* | 7.8 | -0.8 | -5.7 | 61.3* | -6.3 | -0.2
COC(=O)C1=C(c2ccc(-c3ccccc3)c(F)c2)C[C@@H]2CC[C@H]1N2C(=O)NC(C)C | -4.9 | -2.0 | -0.7 | -1.6 | 10.5 | -3.0 | 1.8 | -5.0 | -13.7 | 1.3 | 0.8
O=[N+]([O-])c1cc(O)c(O)c([N+](=O)[O-])c1 | -6.7 | -31.3 | -0.8 | -2.9 | 5.3 | -3.0 | 0.7 | -4.8 | -13.0 | -0.3 | -0.1
O=C(C[N+]12CCC(CC1)C(CO)C2)c1ccc([N+](=O)[O-])cc1 (stereo not given) | 9.7 | 9.3 | -1.5 | 17.9 | 1.9 | -1.2 | 2.6 | -5.8 | 10.1 | 1.7 | 0.0
CC(N=Cc1c(O)[nH]c(=O)[nH]c1=O)c1ccccc1 (stereo not given) | 16.4 | 17.4 | 1.3 | -0.6 | 8.3 | -2.6 | -1.1 | nt | 6.8 | 0.2 | 0.0
N#CC1=C(N)Oc2c(c(=O)oc3ccccc23)C1c1ccc(OC(=O)N2CCOCC2)cc1 (stereo not given) | 13.6 | 1.2 | -0.6 | 0.0 | 15.6 | -4.7 | -1.4 | 2.8 | 15.3 | 1.5 | -0.1
CCC(=NCCN1CCCCC1)c1c(O)n(C)c(=O)n(C)c1=O | 14.9 | -13.2 | -1.7 | nt | -16.4 | -0.5 | 1.0 | nt | -1.8 | -2.7 | 0.0
Cc1cc(C)cc(-n2c(O)c(C=Nc3ccc(N4CCOCC4)cc3)c(=O)[nH]c2=S)c1 | 13.6 | -1.4 | -1.4 | 3.9 | -8.8 | -3.8 | 3.1 | -13.1 | -71.0 | 8.8 | 0.2
Cc1c(C(=O)C(=O)N2CCC3(CC2)OCCO3)c2ccccc2n1C | 5.6 | 8.6 | 1.2 | -3.2 | 4.0 | -2.9 | 4.4 | 1.1 | -14.2 | 0.0 | -0.1
CS(=O)(=O)NNP(=O)(NNS(C)(=O)=O)NC(=O)c1ccccc1 | -4.4 | -17.6 | -0.8 | 0.0 | -5.3 | 2.3 | -0.5 | -5.2 | 4.0 | -1.3 | 0.2
COc1cc(C=C2C(=O)NC(=O)NC2=O)cc(OC)c1OC | 5.3 | -4.8 | -0.5 | 1.6 | 3.1 | -17.1 | -0.2 | -4.2 | 37.4 | 1.2 | 0.0
CCOC(=O)C1C(=O)N(C)C2(C)CC1c1cc(OC)ccc1O2 (stereo not given) | 7.6 | -10.1 | -2.4 | -3.8 | 9.1 | -2.5 | 1.5 | -4.2 | -0.5 | 1.9 | 0.2
Fc1ccc(CCNCc2ccc(Br)cc2)cc1 | -11.3 | 3.9 | 2.6 | -11.7 | -1.1 | 13.2 | -3.6 | 1.1 | -8.8 | 0.3 | 0.0
O=C(CN1CCN(c2ccccc2F)CC1)Nc1cccnc1Cl | 13.7 | 22.5 | 2.7 | 4.2 | 5.5 | -1.4 | 1.8 | -4.3 | -185.7 | 1.0 | -0.1
O=C(Nc1ccccc1Cl)OC1CN2CCC1CC2 (stereo not given) | 3.8 | -24.1 | -0.6 | -10.3 | 6.6 | -0.2 | 1.8 | -5.5 | 10.2 | -4.6 | 0.1
COc1ccc(CN2Cc3cc(N4CCOCC4)ccc3-n3nncc3C2)cc1 | 21.4 | -5.4 | -2.8 | 4.1 | nt | 0.6 | nt | -6.3 | 3.1 | nt | 0.0
COC(=O)C1=C(c2ccccc2)C[C@@H]2CC[C@H]1N2C(=O)NCc1ccccc1 | 4.2 | 18.1 | -2.5 | -3.8 | -6.1 | -4.7 | 1.6 | -5.5 | 0.9 | -2.5 | 0.0
CCNc1cc(N2CCN(C)CC2)ccc1[N+](=O)[O-] | 20.9 | 3.8 | -0.5 | 1.1 | 1.4 | -0.6 | -0.2 | -6.6 | 5.5 | 5.1 | -0.6
COCCOC(=O)C1=C(N)OC(C)=C(C(=O)OC)C12C(=O)Nc1ccccc12 (stereo not given) | 0.7 | -5.6 | 3.9 | -0.4 | 17.6 | -0.8 | 3.2 | -9.7 | 4.2 | 7.4 | 0.3
CCC(C)n1c(O)c(/C=N/Nc2nc3c(c(=O)n(C)c(=O)n3C)n2C)c(=O)[nH]c1=S (stereo not given) | 27.4 | -21.5 | 0.9 | -0.9 | 14.9 | -4.0 | 0.0 | -25.2 | 17.9 | 4.0 | 0.0
Cn1cc(C(=O)c2ccccc2)c2ccccc21 | -32.6 | -10.8 | -0.5 | nt | nt | -6.0 | 3.0 | 16.2 | -7.7 | nt | 0.0
CC(=O)OC1CC2(O)C3CCC4CC(O)CCC4(C)C3CCC2(C)C1C1=CC(=O)OC1 (stereo not given) | 68.8* | 3.4 | -1.9 | -23.9 | 71.2* | 6.8 | nt | -5.6 | 97.4* | -3.1 | 0.1
CCC1(CCCC(=O)c2ccc(F)cc2)C(=O)NC(=S)NC1=O | 11.7 | -20.4 | 2.8 | 5.0 | 3.6 | 1.0 | 3.9 | -5.9 | 12.7 | -1.2 | 0.1
COC(=O)C1=C(c2ccc(OC)c(OC)c2)C[C@@H]2CC[C@H]1N2C(=O)NC1Cc2ccccc2C1 | -68.3 | -35.1 | -2.2 | -2.2 | -15.0 | 1.1 | -2.6 | -5.0 | -66.3 | -4.6 | 0.0
COc1ccc2c(c1)C1OCCNC1CC2 (stereo not given) | 3.7 | -14.2 | -0.6 | 1.6 | nt | 4.6 | nt | -9.1 | 0.8 | nt | -0.1
COC(=O)C1=C(c2cc3ccccc3o2)C[C@@H]2CC[C@H]1N2C(=O)N1CCC(C)CC1 | 4.8 | 14.5 | -1.8 | -12.8 | -1.6 | -0.7 | -3.9 | -10.2 | 4.8 | -1.7 | 0.3
COc1cc(C)c(CN2CCN(c3ccccc3)CC2)cc1C | 9.1 | -12.8 | 3.0 | -8.8 | -4.1 | 0.5 | 0.4 | -5.0 | 11.1 | -9.7 | -0.1
CN(CCc1nnc(N)s1)[N+](=O)[O-] | 7.5 | -10.4 | -0.2 | -0.2 | 2.9 | -0.5 | 2.3 | -4.3 | 6.2 | -1.5 | -0.4
OCC#CC[N+]1(CC#Cc2ccccc2)CCCC1 | 11.0 | 25.6 | -0.5 | -1.6 | 2.9 | -1.9 | 5.3 | -6.0 | 4.7 | -9.2 | -0.1
